Screening data (PubChem)
Lipid storage S3 = qHTS Assay for Lipid Storage Modulators in Drosophila S3 Cells; Drosophila S3 cells, BODIPY lipid droplet fluorescence, 18-24 h; cells fed with added oleic acid; lipid storage change, negative = inhibition, % at the top dose, mostly 46.1 µM; hits show Potency in µM; actives 0.64% (n = 320,000); active = well fitted inhibition curve with a large enough effect in the signal ratio, with a control signal flat, not every such curve was filed as active; inconclusive = small, poorly fitted or top-dose-only effect, or effect the other way, or a change in a side signal; the % refers to the signal ratio
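Drosophila S3 cells loaded with oleic acid (400 uM, as added) and compounds at several concentrations; lipid droplets imaged by 488-nm laser-scanning cytometry, 500–530 nm intensity and object ratio to cell channel. Percent activity normalized to 20 uM Triacsin C.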
Lipid storage S3 cell count max = second read-out of Lipid storage S3, no call of its own (marks repeat the call); cell number change, %; measured here: cell count max response;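 cells counted by Cell Tracker Red CMTPX staining in the red channel; peak over a dose series mostly up to 46.1 µM; percent activity relative to internal control wells on each plate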
An asterisk follows results filed as active; i = inactive; ? = inconclusive; / = no result given; [ ] = another dose, or the depositor's remark. % is scaled to controls: 0 for no effect and ±100 for the full control effect; potency is read from the fitted curve at half-maximal effect. Not all compounds are listed; rates above refer to the full screens.

Values run as follows: Lipid storage S3	Lipid storage S3 cell count max
1) CN(c1ccccc1)S(=O)(=O)c1ccc2[nH]c(=O)oc2c1
    ?	/
2) Cc1ccccc1-n1cc(CNC(=O)CC2C(=O)NCCN2C/C=C/c2ccccc2)cn1 (centres undefined)
    4%	2
3) O=C1OC(Nc2ccccn2)c2ccccc21 (centres undefined)
    ?	/
4) CCOc1ccc(NC(=O)CSC2=NCCN2)cc1
    ?	/
5) Cc1cc(=O)n2nc(N3CCCC3C(=O)Nc3cccc(F)c3)sc2n1 (centres undefined)
    ?	/
6) COc1cc(/C=C2\SC(=S)N(Nc3ncc(C(F)(F)F)cc3Cl)C2=O)ccc1O
    ?	/
7) CCNc1nc(NCC)n2c(SC(C)C(=O)c3ccc(C)cc3)nnc2n1 (centres undefined)
    -25%	-8
8) COc1ccc(/C=C/C(=O)O)cc1S(=O)(=O)N1CCCC1
    ?	/
9) C/C(CCc1ccccc1)=N\NC(=O)c1ccccc1[N+](=O)[O-]
    ?	/
10) COc1ccc([C@H]2CC(=O)C=C(c3ccc(C)c([N+](=O)[O-])c3)C2)cc1
    ?	/
11) C[n+]1nc(Nc2ccccc2)sc1-c1ccc(O)cc1
    -25%	4
12) O=C1c2ccccc2C(O)N1c1cccnc1 (centres undefined)
    6%[9.22 µM]	16
13) O=C(Cn1cnc([N+](=O)[O-])n1)N/N=C/c1ccccc1O
    -5%	0
14) CCOC(=O)c1c(C)[nH]c(C)c1S(=O)(=O)N1CCN(C(=O)c2ccco2)CC1
    -4%	-16
15) CS(=O)(=O)c1nc(-c2ccccc2)c(-c2ccccc2)[nH]1
    ?	/
16) COc1cc(NC(=O)COc2ccc(C)c(C)c2)ccc1NC(=O)c1ccco1
    ?	/
17) Cc1nn(-c2ccccc2)c(Cl)c1/C=C1\SC(=S)N(C)C1=O
    ?	/
18) O=C(Nc1ccc(N2CCCC(O)C2)cc1)c1snc2c(=O)[nH]cnc12 (centres undefined)
    19%	-2
19) CN(CC(=O)Nc1cccc(F)c1)CC(=O)N(C)CC(=O)Nc1ccccc1Br
    ?	/
20) O=C(Cc1n[nH]c(=O)[nH]c1=O)N/N=C/c1cccc(O)c1
    ?	/
21) Cc1ccc2oc(C(=O)NCC3CCOCC3)c(C)c2c1
    ?	/
22) CC(=O)Nc1ccc(NC(=O)CSc2nnc(-c3cc(C)[nH]n3)n2N)cc1
    i	5
23) COc1cc(CN(C2CCCCC2)S(=O)(=O)c2ccc(S(=O)(=O)N(C)C3CCCCC3)cc2)cc(OC)c1OC
    ?	/
24) CCN(CC)S(=O)(=O)c1ccc(N2CCc3ccccc3C2)nc1
    i	22
25) Cc1ccc(Cn2c(CN3CC(C)OC(C)C3)nc3c2c(=O)[nH]c(=O)n3C)cc1 (centres undefined)
    ?	/
26) CC(=O)N1CCCN(Cc2cn(-c3cc(C)ccc3C)nc2-c2ccccc2)CC1
    ?	/
27) O=C(CCS(=O)(=O)c1ccc(Br)cc1)Nc1ccccn1
    9%	8
28) O=C(Nc1ccc(O)c(-c2nc3ccccc3s2)c1)C1=COCCO1
    ?	/
29) O=C(COc1ccccc1)NCC(=O)N1CCCCCC1
    i	-22
30) N#C/C(=C\c1ccc(O)c(Br)c1)C(=O)NCc1ccccc1
    -18%	-7
31) CC1CCCCC1NC(=O)CN1CCN(Cc2ccccc2Cl)C1=O (centres undefined)
    -3%	3
32) CCOc1ccccc1NC(=O)CN(c1ccc(C)cc1)S(=O)(=O)c1c(C)noc1C
    i	/
33) Cn1c(CCNC(=O)c2ccco2)nc2cc(NC(=O)c3ccco3)ccc21
    i	/
34) c1ccc2c(c1)ncn2Cc1nnc2sc(-c3ccncc3)nn12
    ?	/
35) Cc1ccc(NC(=O)c2c(Cl)n(C)c3ccccc23)cc1
    -21%	19
36) Cc1cc(C)nc(NC(=O)Nc2ccc3c(c2)OCO3)c1
    -4%	4
37) O=C1c2ccccc2-c2cccc(NS(=O)(=O)c3ccc(C(F)(F)F)cc3)c21
    i	/
38) CCN(CC(=O)Nc1cc(Cl)ccc1C)C(=O)c1cc(S(=O)(=O)N2CCCCCC2)ccc1OC
    i	-11
39) COc1cc(C2SCC(=O)N2CCCN(C)C)cc(OC)c1OC (centres undefined)
    i	9
40) COc1ccc(-c2nc3ccccc3nc2-c2ccc(OC)c(OC)c2)cc1OC
    ?	/
41) Cc1noc(C)c1COc1ccc(C(=O)OCC(=O)Nc2cccc(S(=O)(=O)N3CCOCC3)c2)cc1
    ?	/
42) Cc1cccc(NC(=O)C[n+]2cccc(C)c2)c1
    -19%	19
43) COCCN(C(=O)CCC(=O)Nc1nccs1)C(C(=O)NC(C)(C)C)c1ccc(F)cc1 (centres undefined)
    -3%	10
44) O=C(COC(=O)Cc1cccc2ccccc12)Nc1ccccc1-c1ccccc1
    -28%	-5
45) CCc1cccc(NC(=O)Cn2c(=O)n(CCC(=O)NCC3CCCO3)c(=O)c3cc(OC)c(OC)cc32)c1 (centres undefined)
    ?	/
46) CCOC(=O)N1CCC(Nc2c(Nc3ccc(F)cc3)c(=O)c2=O)CC1
    i	/
47) O=C(c1ccco1)N1CCN(c2ncnc3c2oc2ccccc23)CC1
    ?	/
48) O=C(OCc1c(Cl)cccc1Cl)c1ccccn1
    ?	/
49) COc1ccc(-c2csc(NC(=O)CSCC(=O)Nc3cc(C)on3)n2)cc1OC
    i	-16
50) CCOC(=O)/C(=C/Nc1ccc(F)c(F)c1)[N+](=O)[O-]
    ?	/
51) COCCNC(=O)c1ccc(-n2c(SCc3cc(F)ccc3F)nc3ccccc3c2=O)cc1
    ?	/
52) CC(/C=C1\SC(=S)N(CCC(=O)Nc2cccc(C(=O)O)c2)C1=O)=C\c1ccccc1
    ?	/
53) CCC(C)(C)n1nnnc1C(c1ccc2ncccc2c1)N1CCCCCC1 (centres undefined)
    -2%	-21
54) Cc1nn(-c2ccccc2)c(C)c1/C=N/NC(=O)c1cc(-c2ccccc2)n[nH]1
    i	/
55) O=C(NC(=S)Nc1ccccc1N1CCOCC1)c1cccc([N+](=O)[O-])c1
    ?	/
56) O=C(Cn1cnc([N+](=O)[O-])c1)c1ccc(Cl)cc1
    ?	/
57) CCc1ccc2[nH]c(=O)c(-c3ccccc3)c(O)c2c1
    17%	11
58) CCC(=O)N1CCc2cc(S(=O)(=O)NC(C(=O)NC3CCCc4ccccc43)C(C)C)ccc21 (centres undefined)
    15%	1
59) COc1cc(Cl)c(CN2CCCC(CO)(Cc3ccccc3)C2)cc1OC (centres undefined)
    ?	/
60) O=C(CC(c1ccccc1)c1ccccc1)Nc1ccc2c(c1)OCCO2
    0%	-4

Following part.
Values run as follows: Lipid storage S3	Lipid storage S3 cell count max
61) COc1ccccc1NC(=O)COn1nnc2ccc(S(=O)(=O)N3CCOCC3)cc21
    ?	/
62) Cc1nc2cc(OCc3cc(C(=O)NC(C)c4cnn(C)c4)no3)ccc2s1 (centres undefined)
    -6%	24
63) O=C(OCc1nnc(-c2ccccc2)o1)C1=COCCO1
    ?	/
64) Cc1cccc(C(=O)Nc2ccc(O)cc2C(=O)O)c1
    ?	/
65) O=C(NCCc1ccc(Cl)cc1Cl)c1ccc2nc[nH]c2c1
    -17%	5
66) Cc1ccc(S(=O)(=O)NCc2ccc(C(=O)N(C)CCC#N)cc2)cc1
    -17%	-7
67) Cc1ccc2nc(NC(=O)C3CCN(S(=O)(=O)c4ccc5c(c4)oc(=O)n5C)CC3)sc2c1
    9%	-4
68) O=C(c1cccc(Cl)c1)N1CCN(Cc2ccccc2)CC1
    ?	/
69) COc1ccc(Nc2nc3ccc(C)cc3n3cnnc23)cc1Cl
    ?	/
70) O=C(CS(=O)(=O)c1ccc(F)cc1)NCCS(=O)(=O)c1ccccc1
    ?	/
71) O=C(Nc1nc2c(s1)CN(Cc1ccccc1)CC2)c1c(F)cccc1F
    ?	/
72) CCN(CC)c1ccc(/C=N/NC(=O)c2cccc(N3CCCC3=O)c2)cc1
    ?	/
73) CCOC(=O)N1CCN(Cc2nc3c(c(=O)[nH]c(=O)n3C)n2Cc2cc(C)ccc2C)CC1
    ?	/
74) CC(C)(C)N(Cc1ccccc1)C(=O)COC(=O)CNC(=O)c1ccco1
    ?	/
75) Nc1nc(Cl)cc(Sc2ccc3ccccc3c2)n1
    -2%	/
76) COCCN(C(=O)C(C)C)c1nnc(-c2ccc(C(C)(C)C)cc2)s1
    2%	-8
77) CC(=O)N1CCN(C(=O)c2ccc(S(=O)(=O)Nc3ccccc3C)cc2)CC1
    ?	/
78) COc1ccc(CC(=O)Nc2cc(Cl)ccc2O)cc1
    i	/
79) CC(=O)Nc1ccc(-c2csc(NCc3ccco3)n2)cc1
    12%	-1
80) CCc1nc(SCC(=O)NCC2CCCO2)c2c(=O)n(C)c(=O)n(C)c2n1 (centres undefined)
    i	/
81) Cc1cc(C)cc(NC(=S)NC(=O)CCN2C(=O)c3ccccc3C2=O)c1
    -12%	-15
82) CN(C)c1cc[n+](Cc2c(Cl)cccc2Cl)cc1
    -8%	3
83) COc1cccc(CNC(=O)C2CCCN(S(=O)(=O)c3c(C)[nH]c(=O)[nH]c3=O)C2)c1 (centres undefined)
    ?	/
84) Cc1cccc(NC(=O)CSc2nc(-c3ccccc3)c(C#N)c(=O)[nH]2)c1C
    14%	16
85) Cc1ccc(C(=O)N2CCN(C)CC2)cc1S(=O)(=O)N1CCOCC1
    3%	-1
86) O=C(Cc1c(O)c2ccccc2[nH]c1=O)NCc1ccccc1F
    20%	-4
87) COc1cc(OC)cc(C(=O)NCCCCCCNC(=O)c2cc(OC)cc(OC)c2)c1
    7%	1
88) Cc1cc(NC(=O)c2c(Cl)c(C)nn2C)no1
    ?	/
89) O=c1oc2ccccc2cc1-c1nnc(NCc2ccco2)s1
    ?	/
90) CCOC(=O)C1=C(OCc2ccc(Cl)cc2)C2C=C(C)C=CC2N=C1 (centres undefined)
    ?	/
91) COC(=O)c1ccc(NC(=S)NN2CCOCC2)cc1
    12%	-7
92) CCCCCC(=O)N/N=C(\C)c1ccccn1
    ?	/
93) CCC(C)(C)NC(=O)C(c1ccc(OC)cc1)N(C(=O)CCC(=O)Nc1cc(C)on1)c1ccc(OC)c(OC)c1 (centres undefined)
    i	-6
94) COc1ccc(S(=O)(=O)Nc2ccc(S(=O)(=O)N3CCOCC3)cc2)cc1C
    -2%	3
95) COc1ccc(C(=O)N=c2nc3ccccn3s2)cc1
    ?	/
96) COc1ccc(CNC(=O)Nc2cc(C)ccc2C)cc1
    12%	18
97) O=C(Nc1ccncc1)C1CCN(S(=O)(=O)c2ccc(Cl)cc2)CC1
    ?	/
98) Cc1ccc(S(=O)(=O)N2CCN(c3c([N+](=O)[O-])cc(C(F)(F)F)cc3[N+](=O)[O-])CC2)cc1
    1%	-16
99) COc1ccc(Nc2nc(NC(C)(C)C)nc(N3CCCC3)n2)c(OC)c1
    ?	/
100) O=c1c2cc3c(=O)n(CC4CCCO4)c(=O)c3cc2c(=O)n1CC1CCCO1 (centres undefined)
    ?	/

Quoted from above, nos. 81 to 84
Values run as follows: Lipid storage S3	Lipid storage S3 cell count max
81) Cc1cc(C)cc(NC(=S)NC(=O)CCN2C(=O)c3ccccc3C2=O)c1
    -12%	-15
82) CN(C)c1cc[n+](Cc2c(Cl)cccc2Cl)cc1
    -8%	3
83) COc1cccc(CNC(=O)C2CCCN(S(=O)(=O)c3c(C)[nH]c(=O)[nH]c3=O)C2)c1 (centres undefined)
    ?	/
84) Cc1cccc(NC(=O)CSc2nc(-c3ccccc3)c(C#N)c(=O)[nH]2)c1C
    14%	16

One compound at a time (already shown).
Results for O=C(Nc1ccc(N2CCCC(O)C2)cc1)c1snc2c(=O)[nH]cnc12 (centres undefined) : Lipid storage S3: 19%; Lipid storage S3 cell count max: -2
Results for O=C(NC(=S)Nc1ccccc1N1CCOCC1)c1cccc([N+](=O)[O-])c1 : Lipid storage S3: ?; Lipid storage S3 cell count max: /
Results for O=C(Cn1cnc([N+](=O)[O-])n1)N/N=C/c1ccccc1O : Lipid storage S3: -5%; Lipid storage S3 cell count max: 0

The list continues:
Values run as follows: Lipid storage S3	Lipid storage S3 cell count max
101) O=C1CC(c2ccccc2)=Nc2ccc(Br)cc2N1
    ?	/
102) Cc1[nH]c2ccccc2c(=O)c1C(=O)/C=C/c1ccccc1
    ?	/
103) CC(=O)Nc1ccc(C2=NN(c3ccccc3)C(c3cccs3)C2)cc1 (centres undefined)
    i	20
104) O=C(CSCc1ccc(F)cc1)N1CCOCC1
    0%	-1
105) CC(=O)Nc1ccc(Oc2nc(C)cc(C)n2)cc1
    7%	18
106) Cc1noc(C)c1COC(=O)c1ccc(N(C)C)cc1
    13%	8
107) O=S(=O)(c1ccccc1)c1cnc(-c2ccccc2)nc1N1CCCCC1
    ?	/
108) O=C(CSc1nc2ccccc2c(=O)[nH]1)Nc1ccc(S(=O)(=O)N2CCCC2)cc1
    28%	-1
109) CSc1ncccc1C(=O)OCC(=O)c1ccc2c(c1)NC(=O)CO2
    0%	25
110) COc1ccc(C(=O)N(C)c2ccccc2C(=O)NCCc2ccccc2)cc1
    ?	/
111) Cc1nnc2ccc(N3CCC4(CC3)OCCO4)nn12
    ?	/
112) Cc1ccc(S(=O)(=O)NCC(c2ccco2)N2CCc3ccccc3C2)cc1 (centres undefined)
    -18%[0.0737 µM]	/
113) NNC(=O)c1cc2ccccc2cc1NS(=O)(=O)c1ccccc1
    -2%	8
